Screens (PubChem BioAssay)
Growth percent in the NCI-60 one-dose screen (48 h, 10 µM unless noted): 100 = growth as untreated, 0 = no growth, -100 = all killed.
NCI-H23 – NCI-H23 lung cancer. hit rate 4% among 80,000. AID 1794731
NCI-H522 – NCI-H522 lung cancer. hit rate 8% among 78,000
NCI/ADR-RES – NCI/ADR-RES ovarian cells; hit rate 4.4% among 81,000
COLO 205 – COLO 205 colon cancer; AID 1794742; hit rate 7.3% among 79,000
NCI-H460 – NCI-H460 lung cancer; AID 1794736; hit rate 6.8% among 82,000
SK-OV-3 – SK-OV-3 ovarian cancer cells. AID 1794785. hit rate 3.2% among 80,000
IGROV1 – IGROV1 ovarian cancer; hit rate 4.7% among 79,000; AID 1794786
NCI-H226 – NCI-H226 lung cancer. AID 1794732. hit rate 3.5% among 79,000
NCI-H322M – NCI-H322M lung cancer. hit rate 2.7% among 80,000. AID 1794733
Starred values were filed as active, the others as inactive; x = no result given. Rule for the calls: active = growth percent below 10; inactive = the rest.

SMILES	NCI-H23	NCI-H522	NCI/ADR-RES	COLO 205	NCI-H460	SK-OV-3	IGROV1	NCI-H226	NCI-H322M
CCCCCC(CCCCC)=C(C#N)C(=O)OCC	93	86	94	122	118	111	89	90	92
O=C(Nc1ccc(C2=NCCN2)cc1)c1cccc(C(=O)Nc2ccc(C3=NCCN3)cc2)c1	81	97	100	112	96	110	109	104	106
COc1ccc(/C=C2\N=C(c3ccccc3)N(C(=O)c3ccc(O)cc3)NC2=O)cc1	90	114	95	101	104	101	97	96	96
CN1C(=O)N(C)C2(c3ccccc3)N(CC(=O)NCCc3c[nH]c4ccccc34)C(=O)NC12c1ccccc1 (centres undefined)	100	80	96	104	103	99	93	86	93
CCO[C@H]1CC[C@@]2(C)C(=CC[C@H]3[C@@H]4CC[C@H]([C@H](C)CCCC(C)C)[C@@]4(C)CC[C@@H]32)C1	108	99	106	97	99	93	107	107	109
COc1ccc(/C(C)=N\NC(N)=S)cc1OC	100	76	101	118	110	104	106	91	84
O=c1oc2ccc(Br)cc2c(=O)n1-c1ccc(I)cc1F	1.1*	-13*	10.0*	51	3.4*	6.5*	16	x	4.6*
Nc1c(C(=O)Nc2ccccc2)sc2nc3c(cc12)CN(Cc1ccccc1)CC3	79	80	71	98	33	39	78	45	50
N#C/C(=C\c1ccc(F)cc1)C(=O)Nc1ncc(Cc2ccc(Cl)c(Cl)c2)s1	93	84	87	105	104	99	91	101	87
CCN(CC)CCOc1ccc(Cl)c(C)c1	92	92	102	103	106	98	100	104	103
CS(=O)(=O)Nc1cccc(-c2ccc3ncnc(Nc4cncc(Cl)c4)c3c2)c1	47	28	80	5.3*	45	-7.9*	-14*	53	20
Cc1cc(NC(=O)c2cnc(N3CCN(CCOCCOCCOCCOCCC(=O)N[C@H](C(=O)N4C[C@H](O)C[C@H]4C(=O)N[C@@H](C)c4ccc(-c5scnc5C)cc4)C(C)(C)C)CC3)cn2)c2ncccc2c1	4.3*	-16*	90	47	7.5*	64	-38*	1.5*	36

Compounds shown so far containing an aryl methoxy group, in the order listed:
SMILES	NCI-H23	NCI-H522	NCI/ADR-RES	COLO 205	NCI-H460	SK-OV-3	IGROV1	NCI-H226	NCI-H322M
COc1ccc(/C=C2\N=C(c3ccccc3)N(C(=O)c3ccc(O)cc3)NC2=O)cc1	90	114	95	101	104	101	97	96	96
COc1ccc(/C(C)=N\NC(N)=S)cc1OC	100	76	101	118	110	104	106	91	84

Going on with the list.
SMILES	NCI-H23	NCI-H522	NCI/ADR-RES	COLO 205	NCI-H460	SK-OV-3	IGROV1	NCI-H226	NCI-H322M
O=C1COc2ccccc2C(=O)N1CCCCN1CCCCC1	94	71	99	88	104	80	92	93	104
CC(C)CCC(=O)c1ccco1	98	106	115	121	108	114	109	106	98
COc1cc(OC)c2c(c1)c1nc3cc(C)c(C)cc3nc1n2CCN(C)C	91	79	82	75	85	94	87	91	87
N/N=C\c1cnnc2ccccc12	x	103	111	115	104	104	109	93	x
O=c1c2ccccc2ncn1-c1ccc(Cl)cc1Cl	96	98	97	122	110	103	x	87	111
CCSC(=O)Nc1c[nH]c(=O)[nH]c1=O	91	110	98	121	109	115	108	109	108
O=C1Nc2ccc(Cl)cc2/C1=C/c1ccc(OCC(=O)c2ccccc2)cc1	99	90	98	110	97	88	80	87	92
CCCC1(CC)C(=O)NC(=O)N=C1N (centres undefined)	100	133	103	109	112	110	129	x	133
O=C(N=Nc1c(O)[nH]c2ccc(OC(F)(F)F)cc12)c1cc2ccccc2[nH]1	100	91	98	125	100	103	98	106	96
COc1cc2nc(Cl)nc(Nc3cccc(C(=O)/C=C/c4ccccc4)c3)c2cc1OC	69	57	50	63	89	81	37	66	90
COc1ccc(-c2cc(-c3nnc(SCC(=O)Nc4ccc(C(C)=O)cc4)o3)c3ccccc3n2)cc1OC	82	69	80	106	84	102	83	81	102
O=C(NCc1ccccc1)NC1(C(=O)N2CCC(c3nc4ccccc4[nH]3)CC2)CCCC1	93	91	96	110	108	101	101	107	101
CCCCCCCCOc1ccc(/C=N/Nc2cc(C)nc3ccc(Cl)cc23)cc1	65	-57*	-22*	-36*	-63*	90	-85*	87	42
CCCCC#CC(=O)OCC	105	88	109	122	103	91	98	102	90
CN(C)c1ccc(/C=C2/C=C(c3ccc4c(c3)CCCC4)OC2=O)cc1	91	115	89	113	109	110	109	88	94
NC(CO)(CO)c1ccccc1	99	95	111	103	99	105	104	97	101
CCN(CC)CCC(CNc1ccnc2cc(Cl)ccc12)c1ccccc1 (centres undefined)	80	18	83	-39*	68	86	80	63	94
Cc1ccc(C(C)C)c(O)c1O	109	52	117	112	103	103	123	107	112
O=C(O)CCNCCO	100	104	114	110	102	109	112	94	102
Cc1ccc(S(=O)(=O)Nc2sccc2-c2nc(-c3ccccc3)no2)cc1	87	81	99	x	92	89	88	88	82
COc1ccc(-c2cc(C(=O)Oc3ccc(C=O)cc3OC)nn2-c2ccc(S(C)(=O)=O)cc2)cc1OC	95	93	101	116	105	97	122	98	114
C[N+]1(Cc2csc(-c3ccc(Cl)cc3)n2)CCCC1	100	83	105	84	113	87	80	98	90
NC(=O)CN1C(=O)C2C3CCC(C3)C2C1=O (centres undefined)	110	97	113	123	96	106	103	x	101
COc1cccc2cc(/C(C)=N/NC(=O)CC#N)oc12	105	90	109	102	92	96	101	99	103
N#Cc1cccc(Cc2cnc(N3CCc4c(Cl)cc(C#N)cc4C3)s2)c1	73	30	47	x	90	86	77	77	72
NC(N)=Nc1ccc(Oc2cccc(Nc3cccc(C(F)(F)F)c3)c2)cn1	-2.6*	-35*	47	-47*	-77*	68	14	20	15
CCCCCCCC[C@H]1C=CC(=O)N1CCCCCCC(=O)OC	106	87	102	114	105	103	108	100	x
C(=N\Nc1ncnc2sc3c(c12)CCNC3)/c1cccc2ccccc12	99	97	75	64	63	103	90	97	x
CSc1ccc(/C(=N/NC(N)=S)c2ccccc2)cc1	98	100	101	114	103	118	102	101	96
CCOc1cccc(N(CC)CC)c1	107	x	107	105	113	103	105	103	113
C/C=C(\C)C(C(=O)NC1CCCCC1)N(C(=O)C1CCc2cc(F)ccc2O1)c1ccc(F)c(Cl)c1 (centres undefined)	91	73	82	84	71	90	85	63	98
NC1=NC(=O)c2c3c(nc(N)c21)CCCCC3	104	97	108	144	105	111	112	101	96
O=C1CCCCN1CCCCC#Cc1ccccc1C#Cc1ccccn1	101	112	92	103	115	118	-11*	92	86
Cc1nc2sc(C(=O)Nc3cccc4ccccc34)c(N)c2cc1C(O)c1ccccc1 (centres undefined)	7.5*	-25*	2.9*	-58*	0.3*	8.8*	14	46	51
COc1ccc(/C=C/C(=O)c2nnn(-c3ccc(Br)cc3)c2C)cc1OC	60	68	59	90	84	90	69	71	95
CSc1ccc(NC(=O)c2ccc3nnn(/C(C#N)=C/c4ccccn4)c3c2)cc1	-96*	-95*	-84*	-88*	-47*	26	-77*	-95*	3.6*

As a working copy, five of the compounds above:
SMILES	NCI-H23	NCI-H522	NCI/ADR-RES	COLO 205	NCI-H460	SK-OV-3	IGROV1	NCI-H226	NCI-H322M
N#Cc1cccc(Cc2cnc(N3CCc4c(Cl)cc(C#N)cc4C3)s2)c1	73	30	47	x	90	86	77	77	72
NC(N)=Nc1ccc(Oc2cccc(Nc3cccc(C(F)(F)F)c3)c2)cn1	-2.6*	-35*	47	-47*	-77*	68	14	20	15
CCCCCCCC[C@H]1C=CC(=O)N1CCCCCCC(=O)OC	106	87	102	114	105	103	108	100	x
C(=N\Nc1ncnc2sc3c(c12)CCNC3)/c1cccc2ccccc12	99	97	75	64	63	103	90	97	x
CSc1ccc(/C(=N/NC(N)=S)c2ccccc2)cc1	98	100	101	114	103	118	102	101	96

Next section.
SMILES	NCI-H23	NCI-H522	NCI/ADR-RES	COLO 205	NCI-H460	SK-OV-3	IGROV1	NCI-H226	NCI-H322M
Cc1nc2ccccn2c1C(Nc1nc(-c2ccccc2)cs1)c1ccc(Br)cc1 (centres undefined)	75	88	88	86	90	88	81	77	82
CCNc1nc(Cl)nc(-c2cn(-c3ccccc3)c3ccccc23)n1	95	253	95	105	106	99	258	115	102
C=C(C)[C@@H]1CC[C@]2(C(=O)NCCCCCCCCCCCCCCC)CC[C@]3(C)[C@H](CC[C@@H]4[C@@]5(C)C/C(=C/c6ccco6)C(=O)C(C)(C)[C@@H]5CC[C@]43C)[C@@H]12	99	90	103	105	101	104	103	94	95
Cn1c(=O)c2c(nc(NCCc3ccc(O)c(O)c3)n2CCc2ccccc2)n(C)c1=O	80	43	92	101	102	99	105	82	105
C=C(C)[C@@H]1CC=C2c3sc(Nc4ccccc4C(F)(F)F)nc3C[C@@H](C)[C@]2(C)C1	93	87	97	111	100	99	94	84	97
Cc1ccc(/C=C2/C(=O)/C(=C/c3ccc(C)cc3)C3CCC2N3C)cc1	87	73	89	79	86	84	99	88	93
COc1ccc(C(=O)/C=C/c2ccccn2)c(O)c1	85	69	94	103	90	99	47	98	95
C=CCOC(=O)Oc1ccc(Cl)cc1Cl	109	117	108	110	114	109	118	110	125
COc1ccc(C(=O)O)c(O)c1OC	98	99	101	108	106	111	102	102	x
COc1ccc(/C=C(/NC(=O)c2ccccc2)C(=O)Nc2ccc(S(N)(=O)=O)cc2)cc1OC	102	89	104	110	107	97	92	93	110
O=C(O)CCC/C=C\C[C@H]1C=CC(=O)/C1=C/C[C@@H](O)C/C=C\CC(F)(F)F	107	38	109	117	94	121	123	99	114
O=c1nc2c(-c3ccccc3)n[nH]n2c2c1sc1ncccc12	98	104	112	98	115	101	83	98	104
CCOC(=O)/C(C)=N\Nc1ccc(Cl)cc1	92	82	98	106	82	75	65	89	83
Cc1cccc([N+](=O)[O-])c1I	105	94	109	110	111	115	x	102	112
Cc1ccc(S(=O)(=O)SCCCSS(=O)(=O)c2ccc(C)cc2)cc1	97	x	107	117	105	115	101	99	110
CC(C)(C)c1cc(C[P+](c2ccc(Cl)cc2)(c2ccc(Cl)cc2)c2ccc(Cl)cc2)cc(C(C)(C)C)c1O	86	x	97	50	95	89	52	91	86
O=CNC1C(O)OC(CO)C(O)C1O (centres undefined)	113	92	114	108	106	108	108	95	101
COc1cc(Cn2cc(CNC(=O)c3cccnc3Nc3ccc(OC)cc3OC)nn2)cc(OC)c1	102	91	99	115	105	109	114	96	100
Nc1ncc(Cl)cn1	109	106	109	106	100	101	120	99	116
CCOC(=O)C1CSCCC1=O (centres undefined)	100	97	101	105	100	111	108	103	94
COc1ccc(NC(=O)CSc2nnc(-c3cc(-c4ccc(Cl)cc4)nc4ccccc34)n2-c2ccccc2)cc1	89	77	83	107	93	92	89	84	95
C=C(C(=O)c1ccccc1)C(NC(C)(C)C)c1ccccc1 (centres undefined)	32	-84*	-7.0*	-77*	27	68	3.6*	68	99
O=C1CC2(CCCCC2)CC(=O)N1	99	89	106	111	102	100	112	x	103
CCCCCCNC(=O)Oc1ccc(/C(=C(/C)Cc2ccc(OC)cc2)c2ccc(OCCN(C)C)cc2)cc1	83	60	78	-60*	x	83	74	86	86
c1ccc2oc(-c3ccc(CCC4CC4)cc3)cc2c1	93	83	105	x	106	x	106	105	100
COc1ccc(C(=O)c2sc3nc(-c4cccs4)ccc3c2N)cc1OC	74	24	38	41	36	71	63	73	85
NS(=O)(=O)c1ccc(N2CC(c3nc4ccccc4[nH]3)CC2=O)cc1 (centres undefined)	90	x	103	101	100	90	97	97	89
Cn1c(=S)c2[nH]c(SCCC(C)(C)C)nc2n(C)c1=O	59	53	47	88	23	76	74	56	81
COc1cc(OC)cc(C(=O)Nc2ccc(CN3CCc4nc5cc(OC)c(OC)cc5cc43)cc2)c1	100	103	109	124	109	123	104	98	103
C=C1C(=O)O[C@@H]([C@H](C)CCCC(C)=O)[C@@H]2O[C@H]([C@@]3(C)CCC(=O)O3)C[C@@H]12	104	117	103	122	106	109	109	96	111
Cc1cccc(-c2ccccc2Oc2ccc3nnc(Cl)n3n2)c1	97	102	102	127	109	124	103	103	100
COc1cc2ccccc2oc1=O	101	96	100	113	104	106	115	96	110
CCOC(=O)c1csc(NC(=O)c2ccc(Nc3ccc([N+](=O)[O-])cc3C)c([N+](=O)[O-])c2)n1	92	91	99	107	101	105	98	87	97
Cc1ccc(C(=O)NNC(=O)c2ccc3ccccc3c2)cc1	108	102	109	101	109	102	110	113	104
COc1ccc(/C=C2\CN(C)Cc3c2[nH]c(=O)c(C#N)c3-c2ccc(OC)c(OC)c2)cc1OC	95	96	108	102	106	104	135	x	104
CC(C)C1=C[C@@]23CC[C@H]4[C@](C)(CO)CCC[C@]4(C)[C@H]2C[C@@H]1[C@@H]1[C@H]3[C@@H](OCCCN)CC[C@@H]1OCCCN	102	87	99	103	94	102	105	101	105
COc1ccc(NC(=O)n2nc(/C=C\c3ccc(O)c(OC)c3)cc2/C=C\c2ccc(O)c(OC)c2)cc1	44	-14*	24	107	14	61	34	87	58
Clc1cccc(Cl)c1Cn1c(-c2cncs2)nc2ccccc21	71	77	73	100	101	96	83	89	88
COc1ccc(-c2nn(-c3cccc(NS(=O)(=O)c4ccc(C)cc4)c3)cc2-c2ccncc2)cc1Cl	94	86	87	95	95	94	96	84	91

Among those listed so far, three contain bromine.
SMILES	NCI-H23	NCI-H522	NCI/ADR-RES	COLO 205	NCI-H460	SK-OV-3	IGROV1	NCI-H226	NCI-H322M
O=c1oc2ccc(Br)cc2c(=O)n1-c1ccc(I)cc1F	1.1*	-13*	10.0*	51	3.4*	6.5*	16	x	4.6*
COc1ccc(/C=C/C(=O)c2nnn(-c3ccc(Br)cc3)c2C)cc1OC	60	68	59	90	84	90	69	71	95
Cc1nc2ccccn2c1C(Nc1nc(-c2ccccc2)cs1)c1ccc(Br)cc1 (centres undefined)	75	88	88	86	90	88	81	77	82
